From PubChem BioAssay
MEP2-GFP yeast – yeast TOR pathway MEP2-GFP modulation; actives 0.51% (n = 330,000); AID 2016; GFP response vs DMSO, % at 10 µM; S. cerevisiae MEP2-GFP strain, flow cytometry GFP, 3 h; 100% = DMSO control level;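 active = GFP response versus DMSO above a set limit, roughly screen mean plus 3 SD, cut at about 180% in these data; inconclusive = fewer than 70 cells counted for a yeast strain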;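 note: median GFP fluorescence of the barcode-gated MEP2-GFP cells per well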
procasp3 activ – activates human procaspase-3 | P42574 | recombinant procaspase-3 D3A, Ac-DEVD-pNA absorbance 405 nm | activation, % at 8.5 µM | actives 0.11% (n = 330,000);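 active = activation above the mean of all tested compounds plus 3 SD, cut at about 21% in these data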;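 note: 0% = DMSO alone and 100% = DMSO wells spiked with extra 5 µM PC-3 D3A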
Target sequence (P42574 whole entry D9A/D28A/D175A): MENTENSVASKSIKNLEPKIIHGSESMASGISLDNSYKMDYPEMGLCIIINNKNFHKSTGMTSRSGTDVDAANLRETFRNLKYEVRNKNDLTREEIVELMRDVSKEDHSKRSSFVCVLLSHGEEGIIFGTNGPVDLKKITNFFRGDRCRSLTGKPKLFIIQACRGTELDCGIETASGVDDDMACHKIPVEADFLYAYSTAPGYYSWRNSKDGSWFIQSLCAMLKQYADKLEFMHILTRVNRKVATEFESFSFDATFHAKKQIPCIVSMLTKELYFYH
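Evaluation: percent activation relative to control range; Material: Procaspase-3 D3A mutant, all three cleavage aspartates alanine; Compound: single dose, 8.5 µM nominal compound, 0.8% DMSO; Replication: one well per compound; Signal: absorbance at 405 nm, 0 and 120 min; Schedule: 1 h preincubation plus 2 h reaction at 25 °C.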
LAP4 TOR yeast – yeast TOR pathway LAP4-GFP modulation | actives 0.34% (n = 320,000) | GFP response vs DMSO, % at 10 µM | S. cerevisiae LAP4-GFP multiplex, flow cytometry GFP, 3 h; median GFP as percent of DMSO wells;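 active = GFP response vs DMSO above a set limit, about the screen mean plus 3 SD, cut at about 150% in these data; inconclusive = under 70 cell events counted for the yeast strain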
proCasp7 act – counter-screen: procaspase-7 (human) activation; activation, % at 8.5 µM; actives 0.093% (n = 330,000); recombinant procaspase-7, Ac-DEVD-pNA absorbance 405 nm; D23A/D198A/D206A triple mutant, cannot self-cleave; scale: DMSO 0, 5 µM enzyme 100;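 active = percent activation above the screen-wide mean plus 3 SD, cut at about 25% in these data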
Target sequence (P55210 whole entry D23A/D198A/D206A): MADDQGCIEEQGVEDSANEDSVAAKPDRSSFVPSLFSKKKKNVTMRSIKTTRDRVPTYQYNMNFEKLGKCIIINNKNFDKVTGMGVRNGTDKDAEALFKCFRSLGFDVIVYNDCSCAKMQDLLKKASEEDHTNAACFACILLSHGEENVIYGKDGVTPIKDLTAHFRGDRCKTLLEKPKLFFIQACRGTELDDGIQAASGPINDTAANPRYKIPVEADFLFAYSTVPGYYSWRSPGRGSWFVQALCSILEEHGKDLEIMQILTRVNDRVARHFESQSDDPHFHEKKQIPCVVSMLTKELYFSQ
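Assay system – Uncleavable procaspase-7 mutant enzyme · Quantity – 2 µM procaspase-7 mutant as dispensed · Times – 1 h preincubation, 2 h reaction · Dosing – single nominal 8.5 µM compound dose, 0.8% DMSO final · Buffer or medium – Zinc-free 50 mM HEPES buffer, pH 7.4, with NaCl and Triton X-100 · Detection – Epi-absorbance of released pNA at 405 nm, two timepoints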
RPL19A TOR yeast – alters RPL19A-GFP fluorescence in TOR pathway yeast screen | percent response vs DMSO, % at 10 µM | S. cerevisiae RPL19A-GFP strain, flow cytometry, 3 h; hits give low values | actives 0.3% (n = 330,000) | AID 2025;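 active = percent response vs DMSO below 50%; inconclusive = fewer than 70 events counted for the yeast strain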;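 note: median channel GFP fluorescence of the barcoded RPL19A-GFP strain; ratio of sample median GFP to plate DMSO average so 100% = DMSO; lower means less RPL19A-GFP as with rapamycin TOR inhibition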
AGP1-GFP MLPCN – modulators of TOR pathway AGP1-GFP in S. cerevisiae; GFP response vs DMSO, % at 10 µM; actives 0.02% (n = 320,000); S. cerevisiae AGP1-GFP multiplex flow cytometry, 3 h; GFP as percent of DMSO wells; AID 2066;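 active = GFP response relative to DMSO above a set limit, near screen average plus 3 SD, cut at about 150% in these data; inconclusive = fewer than 70 cells counted for the yeast strain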;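 note: median GFP channel fluorescence of the gated AGP1 strain per well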
AHR activator – activators of human aryl hydrocarbon receptor; AHR-responsive luciferase reporter cells, luminescence; activation, % at 5 µM; actives 2.5% (n = 320,000); AID 2796; in the data active = activation above about 47%;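 note: 0% = vehicle wells and 100% = reference agonist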
CIT2-GFP yeast – yeast TOR pathway CIT2-GFP modulation. S. cerevisiae CIT2-GFP strain, flow cytometry, 3 h; 100 means same as DMSO wells. GFP response vs DMSO, % at 10 µM. actives 0.065% (n = 320,000);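 active = GFP response relative to DMSO above a set limit, near the screen mean plus 3 SD, cut at about 150% in these data; inconclusive = Fewer than 70 cells measured for a yeast strain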;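 note: ratio of well median GFP fluorescence to mean of DMSO wells on the plate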
Numbers without * were called inactive; ? = inconclusive; / = no result given; [ ] = another dose, or the depositor's remark.

SMILES	MEP2-GFP yeast	procasp3 activ	LAP4 TOR yeast	proCasp7 act	RPL19A TOR yeast	AGP1-GFP MLPCN	AHR activator	CIT2-GFP yeast
COc1ccc(C2C(C(=O)N3CCOCC3)=C(C)NC3=C2C(=O)CC(C)(C)C3)cc1O (configuration not stated)	100.4	0.8	97.9	-1.6	95.6	96.5	-0.4	93.5
Cc1ccc2c(c1)N(CC(=O)NC(C)CCc1ccccc1)C(=O)c1cccnc1O2 (configuration not stated)	105.6	-1.9	97.7	1.4	98.2	103.9	2.1	103.9
O=C(CN1CCCCC1)Nc1ccc(F)c(Cl)c1	96.9	0.5	98.3	-4.1	102.7	102.7	0.4	106.8
Cc1cnc(C(=O)N2CCN(S(=O)(=O)c3ccc(F)c(F)c3F)CC2)cn1	94.9	12.1	96.2	11.5	99.2	95.6	-0.1	100.5
CC1(C)CC(=O)CC(=O)/C1=N\Nc1c(Cl)cc(Cl)cc1Cl	105.6	4.0	91.7	-6.2	105.6	94.8	11.0	100.0
COc1ccc2c(CC(=O)Nc3cccc(S(=O)(=O)N4CCOCC4)c3)coc2c1	101.6	5.9	99.9	3.1	97.3	104.4	4.2	98.9
Cc1cc(=O)oc(C)c1C(=O)N1CCN(C)CC1	102.2	-3.0	103.3	5.6	100.7	98.7	1.1	98.3
COC(=O)c1ccsc1NC(=O)CSc1nnnn1-c1ccccc1SC	104.5	-5.8	100.1	-2.9	102.5	110.8	5.5	103.0
CC(=O)Nc1nnc(S(=O)(=O)N2CCN(c3ccc([N+](=O)[O-])cc3Cl)CC2)s1	115.6	-13.9	111.8	-23.8	109.3	107.6	0.1	113.4
COc1nc(NCCc2ccc(OC)c(OC)c2)nc(NC(C)(C)CO)n1	99.3	-0.2	88.3	-4.2	98.2	100.1	1.5	79.9
CCOc1nc2c(c(=O)n(C)c(=O)n2C)n1Cc1ccccc1Cl	105.7	-4.3	99.2	14.3	98.2	105.1	-0.9	97.5
O=C(O)c1c2c(nc3ccccc13)/C(=C/c1ccc(OC(F)F)cc1)CCC2	107.0	4.2	97.4	-0.5	104.6	98.8	13.6	102.6
COc1ccc(C(=O)Nc2nc(C)cc(C)n2)cc1	96.4	1.9	102.6	5.6	98.8	102.2	12.6	95.5
CSc1ccccc1OCc1cc(C(=O)NC(C)CCn2cccn2)no1 (configuration not stated)	80.8	-5.8	80.9	7.5	96.3	94.3	45.2	93.2
CCc1nc(CN2CCN(Cc3ccc(F)c(F)c3)C(CCO)C2)c(C)[nH]1 (configuration not stated)	108.5	4.2	85.0	-0.8	104.1	100.9	0.7	107.8
CCN(CC(=O)Nc1cc(Cl)ccc1C)C(=O)COc1cccc2c1OC(C)(C)C2	93.1[may fluoresce green]	1.5	97.9[may fluoresce green]	-7.2	103.4[may fluoresce green]	103.1[may fluoresce green]	14.2	109.4[may fluoresce green]
N#CCCN(C(=O)c1ccc2c(=O)n3c(nc2c1)CCCCC3)c1ccccc1	101.0	8.3	96.7	2.6	100.6	100.2	1.0	103.0
Cc1c(NC(=O)c2ccc(NS(=O)(=O)c3ccccc3)cc2)c(=O)n(-c2ccccc2)n1C	106.1	7.2	109.7	9.1	104.0	107.4	1.6	104.4
CC(=N\O)/C(CN(C)C)=N/O	97.4	3.8	89.2	13.4	98.3	99.7	-2.9	/
CC1(C(=O)N2CC3(CC(c4cccc(NC(=O)CC(c5ccccc5)c5ccccc5)c4)=NO3)C[C@@H]2C(N)=O)CC1 (some centres not stated)	94.2	2.5	128.0	0.6	97.5	88.0	0.6	96.7
CCOC(=O)Nc1cccc(Cl)c1C	108.8	-4.0	101.9	8.1	102.4	104.9	-2.4	99.1
CCOC(=O)N1CCC(N2CCCC(CO)(Cc3cccc(OC)c3)C2)CC1 (configuration not stated)	104.5	5.5	92.8	0.3	102.2	98.6	22.1	103.1
COc1ccc(-c2[nH]ncc2/C=N/NC(=O)c2ccncc2)c(OC)c1	108.5	3.1	75.6	-1.2	112.2	97.2	9.9	97.5
COc1ccc(C(=O)NCC(=O)N/N=C/c2c(C)[nH]c3ccccc23)cc1OC	95.4	-5.3	112.9	-2.7	98.7	111.9	12.3	108.5
C[C@H](CCC(=O)O)[C@H]1CC[C@H]2[C@@H]3CC[C@@H]4C[C@H](O)CC[C@]4(C)[C@H]3CC[C@]12C	104.6	5.2	115.2	1.7	87.7	88.8	-0.8	76.0
O=C(COC(=O)c1cccs1)Nc1nnc(-c2ccccc2)o1	92.6	6.2	100.0	12.2	93.3	103.6	-0.1	93.9
Cc1ccc(NC(=O)C2CCN(S(=O)(=O)c3cccs3)CC2)cc1C	96.7	3.6	95.0	6.2	93.9	97.3	3.7	97.6
O=C(O)c1nn(-c2ccc(F)cc2)ccc1=O	104.8	1.3	105.5	-3.7	105.6	103.6	2.2	109.3
O=S(=O)(c1ccccc1)n1nc(-c2ccccc2)nc1NCc1ccco1	?	-6.9	?	-5.3	/	?	4.3	?
Cn1nc(-c2ccccc2)c2ncc(C(F)(F)F)cc21	99.0	-2.0	102.6	2.3	97.0	102.0	29.9	104.3

The last two entries of the section before come first, to join the parts.
SMILES	MEP2-GFP yeast	procasp3 activ	LAP4 TOR yeast	proCasp7 act	RPL19A TOR yeast	AGP1-GFP MLPCN	AHR activator	CIT2-GFP yeast
O=S(=O)(c1ccccc1)n1nc(-c2ccccc2)nc1NCc1ccco1	?	-6.9	?	-5.3	/	?	4.3	?
Cn1nc(-c2ccccc2)c2ncc(C(F)(F)F)cc21	99.0	-2.0	102.6	2.3	97.0	102.0	29.9	104.3
COc1cc2cc(CN(CCN3CCOCC3)C(=O)Nc3ccc(F)cc3)c(=O)[nH]c2cc1OC	100.9	4.3	106.8	7.7	96.9	99.7	2.3	103.9
O=C(NN1C(=O)C2C3C=CC(O3)C2C1=O)c1cccc(O)c1 (configuration not stated)	105.2	-11.4	95.4	-19.1	101.1	108.2	2.1	106.5
COc1ccccc1NC(=S)N(Cc1ccccc1)Cc1cccnc1	91.4	-2.8	99.1	-5.1	98.1	103.1	3.6	101.2
COc1ccc(CCN(C)CCC(=O)Nc2cccc(C)c2)cc1OC	104.4	-11.2	113.1	10.1	105.4	119.6	0.4	105.1
Cc1ccsc1/C=N/NC(=O)c1cc(-c2ccncc2)nc2ccccc12	98.3	1.6	86.6	5.0	99.5	91.0	34.2	97.2
C/C(N)=C(/C#N)C(=O)CSc1nnnn1-c1ccccc1	104.6	1.7	101.6	8.5	105.1	106.1	19.7	102.8
CN1CCC(N(C)C(=O)c2cc(=O)c3ccccc3o2)CC1	99.8	5.6	92.8	5.4	101.9	95.3	5.1	101.2
COc1ccc(S(=O)(=O)N(C)c2nc3ccccc3n3c(CC(C)C)nnc23)cc1	96.9	0.7	97.4	7.8	100.2	99.4	-0.6	102.5
Oc1ccc(/C=N/Nc2ccc(C(F)(F)F)cn2)cc1	100.2	5.3	106.3	4.4	102.4	103.4	-0.8	100.4
Cc1cc(C)nc(NC(=O)Nc2ccccc2C(F)(F)F)n1	94.5	1.9	122.2	6.0	92.2	85.6	3.7	87.8
COc1ccc(NC(=O)CSC(C)c2nc3ccccc3c(=O)[nH]2)cc1 (configuration not stated)	97.9	5.8	93.4	6.8	102.7	100.2	1.8	96.6
O=C(C1=NNCC1c1ccccc1)C1OC1c1ccccc1 (configuration not stated)	93.2	-14.1	126.9	-5.9	99.8	101.7	1.9	92.4
Cc1ccc(S(=O)(=O)NCCCCCC(=O)Nc2c(C)n(C)n(-c3ccccc3)c2=O)cc1	251.4*[may fluoresce violet]	-3.8	62.2[may fluoresce violet]	1.9	36.7*[may fluoresce violet]	?	-1.5	?
CCc1ccc(OCC(=O)NNC(=O)Cc2c(F)cccc2Cl)cc1	92.2	0.4	89.7	3.4	88.7	92.4	4.5	88.4
CC1CN(S(=O)(=O)c2ccc(NC(=O)c3ccco3)cc2)CC(C)O1 (configuration not stated)	101.5	2.3	102.0	3.0	104.0	104.6	3.2	103.5

Quoted from the listing.
Cc1ccc(S(=O)(=O)NCCCCCC(=O)Nc2c(C)n(C)n(-c3ccccc3)c2=O)cc1 | procasp3 activ: -3.8
CCc1ccc(OCC(=O)NNC(=O)Cc2c(F)cccc2Cl)cc1 | MEP2-GFP yeast: 92.2

Further records:
SMILES	MEP2-GFP yeast	procasp3 activ	LAP4 TOR yeast	proCasp7 act	RPL19A TOR yeast	AGP1-GFP MLPCN	AHR activator	CIT2-GFP yeast
O=C(NN=C1CCCCCC1)c1ccc2c(c1)OCO2	100.5	-5.2	103.5	-6.5	98.3	100.6	30.7	93.5
CCN(CC(=O)NCc1cccs1)C(=O)c1ccccc1F	102.2	6.8	89.7	-1.1	105.4	100.6	1.4	102.8
COC(=O)c1ccc(NC(=O)C2CCCN2S(=O)(=O)c2ccc(OC)cc2)cc1 (configuration not stated)	96.8	2.4	97.8	12.1	100.2	104.3	-3.3	99.8
CNC(=S)NNC(=O)c1cc(-c2cccnc2)nc2ccccc12	97.5	-3.0	92.5	-4.5	103.8	99.1	35.2	107.7
COc1ccc(NC(=O)c2cccc(N3C(=O)c4cccc([N+](=O)[O-])c4C3=O)c2)cc1	101.9	-1.2	100.5	7.3	107.6	110.9	1.6	103.0
CNS(=O)(=O)c1ccc2ccccc2c1	97.9	-4.3	105.8	3.8	98.3	102.0	0.0	86.3
Cc1ccc([N+](=O)[O-])cc1S(=O)(=O)NCCc1c(C)[nH]c2c(C)cccc12	107.5	-2.7	112.9	1.7	115.2	112.1	11.5	108.3
CCOC(=O)Nc1nc(-c2ccc(F)cc2F)cs1	90.9	-12.5	89.2	8.7	96.1	83.8	31.3	91.6
COc1ccc(OC)c(NC(=O)C2CCCN2S(=O)(=O)c2cccc3nsnc23)c1 (configuration not stated)	109.5	-6.0	105.1	-8.3	109.6	113.6	11.1	112.5
Cc1cccc(NC(=S)NN2CCN(C)CC2)c1C	105.0	-8.0	100.4	7.8	100.7	102.8	1.4	106.1
OC(COC(c1ccccc1)c1ccccc1)CN1CCc2ccccc2C1 (configuration not stated)	101.5	1.4	91.7	2.8	103.9	99.0	12.9	101.5
CS(=O)(=O)c1ccc(S(=O)CC(=O)Oc2ccc(Cl)cc2)c([N+](=O)[O-])c1 (configuration not stated)	99.8	-11.7	112.8	-21.1	98.4	100.1	0.3	90.5
O=C(c1ccco1)N1CCN(C(=O)c2ccc(COc3ccc(F)cc3)o2)CC1	102.4	-6.3	105.9	-2.3	102.7	97.8	4.1	114.2
CC(C(=O)OCC(=O)c1ccc(Br)cc1)N1C(=O)C2C3C=CC(C3)C2C1=O (configuration not stated)	102.4	1.9	106.5	8.4	101.6	97.2	-0.5	94.1
Cc1cc(C(=O)OCC(=O)NC2CCCC(C)C2C)c(C)o1 (configuration not stated)	103.7	-3.9	107.5	5.6	99.7	103.4	-0.6	101.0
Cc1noc(C)c1S(=O)(=O)N1CCC(C(=O)O)CC1	92.9	-1.2	102.3	8.0	100.2	98.9	-0.7	95.9
Cc1nnc(NC(=O)CSc2nnc(Cc3cccn3C)n2-c2cccc(C(F)(F)F)c2)s1	95.8	-7.7	93.9	1.0	96.6	95.7	0.5	93.4
CN(C(=O)c1ccc(NC(=O)Cc2ccc(NC(=O)C3CCN(C(=O)C4CC4)CC3)cc2)cc1)C1CC1	84.0	5.1	96.1	2.5	93.3	94.9	-1.4	99.8
